procasp7 counter: counter-screen for procaspase-3 activators: activators of human procaspase-7. AID 463210. activation, % at 8.5 µM. actives 0.093% (n = 330,000). recombinant procaspase-7, Ac-DEVD-pNA absorbance 405 nm; D23A/D198A/D206A triple mutant, cannot self-cleave; scale: DMSO 0, 5 µM enzyme 100. P55210;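 active = percent activation above the screen-wide mean plus 3 SD, cut at about 25% in these data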
Target sequence (P55210 whole entry D23A/D198A/D206A): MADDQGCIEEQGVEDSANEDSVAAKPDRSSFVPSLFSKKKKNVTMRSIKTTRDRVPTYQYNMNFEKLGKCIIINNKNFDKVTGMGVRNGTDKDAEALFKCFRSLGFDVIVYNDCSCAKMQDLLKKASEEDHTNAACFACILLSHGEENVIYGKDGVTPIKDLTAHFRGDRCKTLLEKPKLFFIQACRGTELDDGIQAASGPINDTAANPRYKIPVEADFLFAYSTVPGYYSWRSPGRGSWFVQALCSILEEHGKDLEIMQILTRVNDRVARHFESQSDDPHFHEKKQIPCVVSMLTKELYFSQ
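System: Procaspase-7 triple mutant (PC-7 D3A); measure: % activation from two-timepoint absorbance difference, scaled to controls; times: 1 h compound preincubation, 2 h substrate cleavage, 25 °C; also added: Ac-DEVD-pNA substrate, 400 µM as added; measured by: Epi-absorbance of released pNA at 405 nm, two timepoints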
GRK2 inh: blocks RNA aptamer binding to human GRK2; bead flow cytometry, FAM-aptamer displacement from GRK2; inhibition of aptamer binding, % at 10 µM; P25098; actives 0.59% (n = 330,000);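 active = inhibition of aptamer binding above 40%, roughly 3 SD of noise, on plates passing a quality check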;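 note: median bead fluorescence of bound FAM aptamer so fluorescent compounds give negative values; no value below 0 was filed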
JMJD2C inh: inhibitors of human GASC-1 (JMJD2C) demethylase; GST-JMJD2C(1-420) H3K9me3 demethylation, DELFIA europium; inhibition, % at 2.35 µM; actives 0.069% (n = 330,000);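 active = more than half of a compound's replicate wells show inhibition beyond 50%, single wells judged on their own value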;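 note: signal counts dimethyl H3K9 product captured on neutravidin plate; 0% = median of DMSO wells and 100% = 0.3 times that DMSO median; strong numbers were not always called active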
CTSL1 counter: cathepsin L1 inhibition, PFM18AAP counter-screen | actives 0.49% (n = 300,000) | recombinant F. hepatica cathepsin L1, Z-Leu-Arg-MCA fluorescence | inhibition, % at 5.96 µM | AID 1906;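 active = inhibition above the mean of all tested compounds plus 3 SD, set per screening campaign, cut at about 17% in these data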;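 note: 0% = plate median of test compound wells and 100% = 1 µM Z-Phe-Ala-diazomethylketone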
procasp3 activ: activators of human procaspase-3. activation, % at 8.5 µM. P42574. AID 463141. recombinant procaspase-3 D3A, Ac-DEVD-pNA absorbance 405 nm. actives 0.11% (n = 330,000);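 active = activation above the mean of all tested compounds plus 3 SD, cut at about 21% in these data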;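 note: 0% = DMSO alone and 100% = DMSO wells spiked with extra 5 µM PC-3 D3A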
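Test system: Procaspase-3 D3A mutant, all three cleavage aspartates alanine | Dosing: Single dose, 8.5 µM nominal compound, 0.8% DMSO | Schedule: 1 h preincubation, 2 h reaction | Technique: 405 nm absorbance of p-nitroaniline, reads at 0 and 120 min | Repeats: One well per compound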
PP5 inh: PP5 (human) phosphatase inhibition; purified PP5c, OMFP substrate fluorescence; inhibition, % at 6.7 µM; actives 0.18% (n = 320,000);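 active = inhibition above the campaign's mean inhibition across all tested compounds plus 3 SD, cut at about 9.5% in these data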;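 note: 0% = DMSO only and 100% = 100 µM cantharidin control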
Target sequence (P53041 whole entry, looked up): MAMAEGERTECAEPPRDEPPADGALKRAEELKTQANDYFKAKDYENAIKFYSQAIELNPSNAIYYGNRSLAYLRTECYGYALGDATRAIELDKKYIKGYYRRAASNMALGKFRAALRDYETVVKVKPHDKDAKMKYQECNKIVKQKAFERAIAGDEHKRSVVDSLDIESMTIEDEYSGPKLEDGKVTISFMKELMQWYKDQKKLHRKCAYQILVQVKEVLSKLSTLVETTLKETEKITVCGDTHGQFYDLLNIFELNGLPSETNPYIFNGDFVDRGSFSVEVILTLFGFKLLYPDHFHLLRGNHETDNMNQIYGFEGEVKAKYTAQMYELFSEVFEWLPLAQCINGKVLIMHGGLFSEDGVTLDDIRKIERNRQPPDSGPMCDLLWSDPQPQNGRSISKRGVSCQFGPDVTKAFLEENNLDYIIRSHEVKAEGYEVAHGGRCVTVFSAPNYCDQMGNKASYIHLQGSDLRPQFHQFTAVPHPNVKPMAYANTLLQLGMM
PP1 inh: counter-screen for PP5 inhibitors: inhibitors of human PP1-alpha; P62136; purified PP1alpha, OMFP fluorescence; inhibition, % at 6.7 µM; actives 0.9% (n = 320,000); AID 2235;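 active = inhibition above the mean inhibition of all tested compounds plus 3 SD, computed separately for each screening campaign, cut at about 15% in these data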
HCV core dimer: HCV core protein dimerization inhibition. inhibition, % at 5 µM. TR-FRET GST/Flag-core106 dimerization, 1536-well. actives 0.33% (n = 300,000);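 active = inhibition above the mean of all tested compounds plus 3 SD, set per screening campaign, cut at about 45% in these data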
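Assay system: GST-tagged and Flag-tagged HCV core protein residues 1-106 / Times: compound-protein-antibody incubation 4 h at 22.5 °C / Signal: time-resolved FRET, ex 340 nm, em 617 and 671 nm / Evaluation: % inhibition based on acceptor/donor emission ratio / Benchmarks: wells lacking GST-core106 and wells with excess unlabelled core106 / Repeats: singlicate, one well per compound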
VLA-4 inh: inhibition in a human VLA-4 binding assay | P13612 | VLA-4 expressing cells, ligand binding flow cytometry | inhibition, % (about 7 µM as worked out from the volumes in the protocol) | actives 0.2% (n = 330,000) | AID 2557; in the data active = inhibition above about 50%
An asterisk follows results filed as active; nt = not tested or not shown; & = joins results of further samples.

entry	Molecule	procasp7 counter	GRK2 inh	JMJD2C inh	CTSL1 counter	procasp3 activ	PP5 inh	PP1 inh	HCV core dimer	VLA-4 inh
1	NC(=O)CC(NC(=O)Cc1ccc(Br)cc1)c1ccc(NC2CCCC2)c([N+](=O)[O-])c1 (stereo not drawn)	-2	2	1	0	9	2.3	5	-9	20
2	O=C(CCl)Nc1cc2[nH]c(=O)[nH]c2cc1Br	-2	1	-3	25*	0	1.1	-1	6	5
3	O=C(NCCc1ccc(Cl)cc1)C1CCC(=O)N1Cc1ccc(F)cc1 (stereo not drawn)	-1	0	9	2	1	0.2	-4	2	1
4	CN(C)c1ccc(S(=O)(=O)N2CCCCC2)cc1NC(=O)C1CSC2(C)CCC(=O)N12 (stereo not drawn)	-2	1	2	nt	9	-0.6	-3	nt	0
5	COc1ccc(N/N=C/c2c(C(=O)O)ccc3ccccc23)cc1	-35	0	5	4	13	-1.8	3	1	3
6	O=C(OCn1nnc2ccccc2c1=O)c1ccc(S(=O)(=O)N2CCOCC2)cc1	4	0	1	-7	6	1.9	4	0	33
7	COc1ccc(NC(=O)c2ccc(-c3nn(C)c(=O)c4ccccc34)cc2)cc1C(N)=O	4	5	-3	5	1	1.8	-2	1	-1
8	O=C(COC(=O)COc1ccccc1[N+](=O)[O-])Nc1ccccc1Br	4	5	4	-23	5	4.6	2	-13	-3
9	Cc1ccc(-c2ccc(C(=O)Nc3ccccc3)o2)c2ccccc12	-16	0	3	4	-17	2.9	6	1	-6
10	S=C(NC1CCCCC1)NC1CC2C=CC1C2 (stereo not drawn)	-2	0	-13	-2	4	0.8	-1	-2	4
11	CCCC(=O)Nc1nnc(CC(=O)OCC)s1	-2	0	-10	-4	4	1.3	3	-2	-4
12	CCN(CC)S(=O)(=O)c1ccc(C)c(NC(=O)Cc2ccc(S(=O)(=O)N3CCOCC3)s2)c1	2	2	9	-1	1	-0.3	-4	10	2
13	COc1ccc(-c2cc(C(F)F)n3ncc(C(=O)Nc4cnn(Cc5ccccc5)c4)c3n2)cc1	-4	0	-1	-4	-6	4.8	-1	16	2
14	CC(Sc1nc2c(c(=O)[nH]1)CCCC2)C(=O)Nc1ccccc1C#N (stereo not drawn)	-2	0	-3	0	8	-0.1	-4	1	4
15	S=C(NCC1CCCO1)Nc1ccc(Cl)cc1Cl (stereo not drawn)	-7	2	-4	0	3	1.2	-1	-5	8
16	COc1ccc(NC(=S)N/N=C/c2cccn2Cc2ccc(F)cc2Cl)cc1	10	1	nt	6	-4	2.3	2	8	4
17	CCOC(=O)CC1=CC(C)(CC(=O)OCC)C(C#N)(C#N)C(N)=C1C#N (stereo not drawn)	13	0	1	8	4	-1.0	-2	-1	13
18	COc1cccc(NC(=S)N2CCC(c3ccc(C)cc3)C2)c1 (stereo not drawn)	-3	1	7	0	-5	1.2	-1	-3	3
19	CCN(CC(=O)NCc1cccs1)CC(=O)Nc1ccc(C(N)=O)cc1	4	0	-9	nt	-7	nt	nt	nt	10
20	COC(=O)c1sccc1NC(=S)Nc1ccc(F)cc1F	-9	3	7	-2	4	-0.5	-2	-1	20
21	CN(C)/C=N/S(=O)(=O)c1ccc(Cl)c(Cl)c1	4	0	-20	1	-2	0.7	-1	2	10
22	O=C(C[n+]1cccc(O)c1)Nc1ccc(Br)cc1	-1	0	-11	1	10	3.2	2	-6	5
23	CCc1cccc(NC(=O)CCSCCC(=O)Nc2cccc(CC)c2)c1	-11	2	10	-2	-6	8.0	5	9	7
24	O=C(Cn1c(SCC(=O)NC2CCCC2)nnc1-c1ccncc1)Nc1ccc2c(c1)OCO2	6	0	15&19	2	1	-1.2	-6	-2	5
25	CC(CCCC(C)(C)O)NC(=O)c1ccc(OC2CCN(C(=O)C3CC3)CC2)cc1 (stereo not drawn)	0	0	27	3	6	-2.3	2	-20	10
26	COC(=O)CSc1nc2cc(Cl)ccc2c(=O)n1C1CCCC1	2	0	15	-3	-2	-2.2	0	1	3
27	Cc1ccc(F)c(NC(=O)CCOc2ccccc2C)c1	12	0	11	-10	-3	2.2	1	-3	0
28	NS(=O)(=O)c1ccc(NC(=O)CCC(=O)N2CCOCC2)cc1	4	0	0	-3	6	1.6	-5	-3	-2
29	O=C(Sc1ccccc1)c1cccc(Cn2cc(C(F)(F)F)ccc2=O)c1	-1	1	-4	-1	-4	2.0	-4	3	6
30	COC(=O)c1ccc(N)nc1	15	1	9	-7	-1	0.0	-9	5	0
31	O=C(COC(=O)c1ccccc1NC(=O)c1ccco1)NCc1ccc2c(c1)OCO2	5	0	1	-3	-6	-1.4	-3	1	-10
32	CCN(C(=O)Cc1ccc(Br)cc1)C1CCCCC1	5	0	-1	-3	3	1.7	-1	2	6
33	Cc1noc(C(=O)Nc2ccc3c(c2)OCO3)c1Cl	-2	2	2	1	0	1.8	0	6	-3
34	COc1ccc(-c2cc(C(F)(F)F)nc(SCCC(=O)N3CCOCC3)n2)cc1	5	0	-8	7	1	0.0	-1	7	-4
35	COc1ccc(NC(=O)C2CCCN(S(=O)(=O)c3ccc(-n4cnnn4)cc3)C2)cc1 (stereo not drawn)	2	0	3	-1	-1	1.9	2	3	-4
36	CC1CCN(C(=O)CSc2nnc3c(n2)[nH]c2ccc(F)cc23)CC1	2	0	-7	0	-1	0.2	-8	17	13
37	CCC(C(=O)NCc1cccnc1)n1nc(C)c2sc3ccccc3c2c1=O (stereo not drawn)	1	2	1	1	7	3.2	-1	-4	1
38	O=S(=O)(c1cccc(S(=O)(=O)N2CCC(Cc3ccccc3)CC2)c1)N1CCOCC1	2	2	3&7	2	-3	1.6	3	7	4
39	CCOC(=O)CC1=CSC2=NS(=O)(=O)CCN12	-5	1	4	-2	-9	2.0	-2	-7	-17
40	O=C(NCCc1ccncc1)Nc1ccc(Cl)c(Cl)c1	1	3	5	4	1	0.6	-3	-1	12

2 compounds drawn at random from the list so far:
entry	Molecule	procasp7 counter	GRK2 inh	JMJD2C inh	CTSL1 counter	procasp3 activ	PP5 inh	PP1 inh	HCV core dimer	VLA-4 inh
26	COC(=O)CSc1nc2cc(Cl)ccc2c(=O)n1C1CCCC1	2	0	15	-3	-2	-2.2	0	1	3
22	O=C(C[n+]1cccc(O)c1)Nc1ccc(Br)cc1	-1	0	-11	1	10	3.2	2	-6	5

(list continues)
entry	Molecule	procasp7 counter	GRK2 inh	JMJD2C inh	CTSL1 counter	procasp3 activ	PP5 inh	PP1 inh	HCV core dimer	VLA-4 inh
41	Cc1noc(C)c1S(=O)(=O)Nc1cccc(CO)c1	-1	3	4	-3	-8	0.2	0	1	1
42	Cc1ccc(S(=O)(=O)NCc2ccc(C(=O)N3CCN(c4ccccc4)CC3)cc2)cc1	-3	18	4	4	10	6.8	0	-10	9
43	CC(C)(C)NC(=O)NC(=O)CSc1ncc(C(F)(F)F)cc1Cl	1	3	-6	3	11	4.8	4	1	-2
44	Cc1ccc(NS(=O)(=O)c2ccc(C(=O)N3CC(C)CC(C)C3)cc2)cc1 (stereo not drawn)	2	0	0	3	3	2.5	0	4	2
45	Cc1cc(NC(=O)CSc2nnc(-c3ccncc3)n2-c2ccccc2)no1	0	0	5	6	-1	-0.7	5	2	-10
46	N#Cc1c(/N=C/N2CCCC2)oc(-c2ccccc2)c1-c1ccccc1	-2	1	-8	1	1	0.4	4	13	-4
47	O=C(Cn1ncc2c(=O)oc3ccccc3c21)NCc1cccnc1	10	0	4	1	0	-0.1	-6	3	8
48	COC(=O)c1cc(NC(=O)Cc2cccs2)cc(C(=O)OC)c1	1	3	-28	-3	0	3.6	7	49*	16
49	O=C(O)c1ccc(COc2cccc(CO)c2)cc1	4	0	-2	3	11	-1.2	2	-2	3
50	Cc1ccnc(NC(=S)NC(=O)c2ccco2)c1	3	0	-2	-3	2	2.2	2	-13	17
51	NC(=O)[C@H]1CC2(CC(c3cccc(NC(=O)COc4ccc(Cl)cc4)c3)=NO2)CN1C(=O)[C@H]1CCC(=O)N1 (stereo partly drawn)	-10	0	-1	-1	7	3.0	2	-16	14
52	O=C(CN(C(=O)c1csnn1)c1ccc2c(c1)OCCO2)NCc1ccccc1	-5	3	-8	-1	-4	1.2	5	-3	-2
53	Cc1cc(C)n(-c2nnc(C)n2/N=C/c2ccccc2OCc2ccccc2Cl)n1	-2	0	1	-1	-6	1.5	2	10	2
54	CCCC(=Nc1ccc(N)cc1)C1=C(O)C(C(=O)OC)C(C)(C)CC1=O (stereo not drawn)	-9	0	-17	7	-12	3.1	13	-17	-2
55	CC(=O)Nc1ccc(S(=O)(=O)N2CCN(Cc3csc(C)n3)CC2)cc1	4	0	7	-2	-2	-1.4	-1	-8	5
56	O=C(Nc1ccc([N+](=O)[O-])cc1)C1(c2ccccc2)CCOCC1	-5	2	2	-1	-1	2.6	-3	-3	12
57	O=C(COC(=O)CCC(=O)c1ccc2c(c1)OCCO2)NCc1ccc2c(c1)OCO2	1	0	-1	-38	4	2.9	3	-2	43
58	O/N=C/c1ccc(OCC(O)COc2ccc(/C=N/O)cc2)cc1	12	3	0	1	2	3.8	-2	-2	14
59	CCOc1cc2[nH]c(=O)n(CCCCCC(=O)NC3CCCC3)c(=O)c2cc1OCC	7	0	9	0	2	0.1	7	-2	2

Screening data (PubChem)
